GLP1R ag = GLP-1 receptor (human) agonism | P43220 | HEK293 GLP-1R CRE-luciferase, luminescence, 4-6 h; cells express a hypersensitive GLP-1R form | Potency, µM (top dose mostly 45.6 µM), for inactives: top-dose activation, hits mostly activators | 380,000 tested, 0.007% active | AID 624172; further: % of control where 0% means no effect
Target sequence (P43220 whole entry, looked up): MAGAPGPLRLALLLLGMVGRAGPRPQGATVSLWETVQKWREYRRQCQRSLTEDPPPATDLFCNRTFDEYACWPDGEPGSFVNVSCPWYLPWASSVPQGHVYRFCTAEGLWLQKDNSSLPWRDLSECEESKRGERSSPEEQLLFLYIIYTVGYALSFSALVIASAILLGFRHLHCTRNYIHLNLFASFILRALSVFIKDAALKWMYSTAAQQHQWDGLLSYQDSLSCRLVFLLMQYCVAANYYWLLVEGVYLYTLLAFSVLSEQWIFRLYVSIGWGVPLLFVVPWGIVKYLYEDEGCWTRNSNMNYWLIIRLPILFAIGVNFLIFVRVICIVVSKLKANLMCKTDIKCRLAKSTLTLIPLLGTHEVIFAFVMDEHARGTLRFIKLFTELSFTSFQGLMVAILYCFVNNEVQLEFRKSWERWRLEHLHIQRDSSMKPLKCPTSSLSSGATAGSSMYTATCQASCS
KB-V1 MDR tox = kills drug-selected multidrug resistant KB-V1 cells | 400,000 tested, 3.4% active | Potency, µM (top dose mostly 46.1 µM), for inactives: top-dose activity change, negative = cytotoxicity, usual class: cytotoxic | KB-V1 MDR cells viability, CellTiter-Glo, 72 h | AID 1347076; further: on the % scale 0 is the no-effect control and ±100 the full control effect; nearly all actives have a fitted effect of over 60% in size
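KB-V1, DMEM (no phenol red) + 10% FBS; cpd pin-transferred, titration series; 72 h, 37 degrees C; CellTiter-Glo, luminescence. Data normalized, curve-fit.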
KB-3-1 cytotox = kills parental KB-3-1 adenocarcinoma cells; KB-3-1 viability, CellTiter-Glo ATP luminescence, 72 h; 400,000 tested, 1.4% active; Potency, µM (doses to about 46.1 µM), for inactives: at the top dose activity change, negative = cytotoxic, usual class: cytotoxic; further: on the % scale 0 is the no-effect control and ±100 the full control effect; nearly all actives have a fitted effect of over 60% in size
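Here the drug-naive KB-3-1 line serves as comparator for MDR sub-line selectivity; cells received compound titrations, 72 h at 37 °C, then CellTiter-Glo readout.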
HT1080 IDH1KD tx = HT-1080 IDH1 knockdown cell toxicity (counter line) | HT-1080 IDH1 knockdown viability, ATP luminescence, 48 h | Potency, µM (top dose mostly 46.1 µM), for the others: at the highest dose activity, negative = toxicity, hits mostly cytotoxic | 360,000 tested, 2% active | AID 686971;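 further: 0% = DMSO wells and -100% = cell-free medium wells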
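CellTiter-Glo luminescence after 48 h compound exposure at 37 degrees C of IDH1-knockdown HT-1080 cells in 5% FBS RPMI. %Activity scaled between DMSO wells and cell-free media wells, with curves fitted and assigned curve classes.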
HT1080NT lethal = kills 2HG-producing HT-1080-NT fibrosarcoma cells; Potency, µM (series often up to 46.1 µM), without a hit: at the highest dose activity, negative = less viability, most hits filed as cytotoxic; 360,000 tested, 1.6% active; HT-1080-NT fibrosarcoma viability, CellTiter-Glo ATP luminescence, 48 h; AID 686970;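 further: NT is the 2HG producing partner of a matched IDH1 knockdown line; 0% = DMSO-treated cells and -100% = media-only wells without cells; nearly all actives have a fitted effect of over 55% in size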
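Viability of the 2HG-overproducing fibrosarcoma line after 48 hours of compound exposure at 37 degrees C was determined by luminescence with CellTiter-Glo, and concentration-effect curves were then fitted and categorized.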
GLP1R inv ag = acts as inverse agonist at human GLP-1 receptor; Potency, µM (series often up to 38.3 µM), inactives show at the highest dose activity change, negative = inhibition, most hits filed as inhibitors; 410,000 tested, 1.6% active; P43220; HEK293 GLP-1R CRE-luciferase, luminescence, 24 h; GLP-1R form is constitutively active; AID 624417; further: on the % scale 0 is the no-effect control and ±100 the full control effect; nearly all actives have a fitted effect of over 55% in size
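HEK293 cells stably co-expressing constitutively active GLP-1R and a cAMP-responsive luciferase reporter were seeded in DMEM with 10% Nu serum, given compounds after 12 h, and incubated 24 h at 37 deg C. Luminescence was then read.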
GLP1R cytotox = cytotoxicity in counter-screen for GLP-1R inverse agonists; HEK293 cAMP-luciferase reporter cells, luminescence, 24 h; Potency, µM (highest dose often 38.3 µM), without a hit: top-dose activity change, negative = inhibition, usual class: inhibitors; 410,000 tested, 0.13% active;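 further: loss of luciferase light is scored as toxicity; on the % scale 0 is the no-effect control and ±100 the full control effect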
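To flag toxic compounds, the library was rerun on cells for 24 hr at 37 deg C and 5% CO2. Viability-linked luminescence was captured 12 min after adding luciferase detection reagent.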
TDP-43 yeast inh = inhibitors of TDP-43 toxicity in yeast. AID 652104. 410,000 tested, 1.8% active. Potency, µM (series often up to 46.1 µM), without a hit: at the top dose growth rescue (activation), hits mostly activators. TDP-43 expressing yeast growth rescue, BacTiter-Glo, 24 h; further: % of control where 0% means no effect; nearly all actives have a fitted effect of over 50% in size
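Cell-based yeast growth screen: TDP-43 expression induced in galactose, inoculum OD600=0.02 after raffinose pregrowth to mid-log. Read-out BacTiter-Glo luminescence at 24 hr, 30 deg C; inhibition of toxicity seen as signal increase.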
SW480 rereplic = inducers of DNA re-replication in SW480 colon cancer cells; SW480 DNA re-replication, Hoechst DNA content imaging, 48 h; Potency, µM (highest dose often 46.1 µM), inactives show at the top dose re-replication activation, usual class: activators; 340,000 tested, 1.8% active; further: % of control where 0% means no effect; nearly all actives have a fitted effect of over 55% in size
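DNA re-replication was detected as more nuclei of elevated Hoechst intensity after 48 hr exposure to compound (23 nL pinned per well of 250 cells).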
An asterisk follows results filed as active; ? = inconclusive; . = not tested or not shown; [ ] = dose if it differs, or a comment. The call rests on the fitted dose curve; in most records, active means well fitted curve in the direction sought with a large enough effect; inconclusive means small, poorly fitted or top-dose-only effect, or another doubt; inactive means no such curve, though single readings can be large; an effect the other way counts as inactive or inconclusive. Potency means the concentration at half of the fitted maximal effect. Not a hit list. Share with any hit: about 9.4%.

SMILES	GLP1R ag	KB-V1 MDR tox	KB-3-1 cytotox	HT1080 IDH1KD tx	HT1080NT lethal	GLP1R inv ag	GLP1R cytotox	TDP-43 yeast inh	SW480 rereplic
COc1ccc(NC(=O)CSc2nnc(NC(=O)c3ccccc3C(=O)O)s2)cc1	0%	-4%	8%	-6%	-7%	14%	-3%	7%	4%
COc1ccc(N2CCN(C(=S)NC(=O)c3cccs3)CC2)c([N+](=O)[O-])c1	9%	?	?	-22%	?	?	?	22µM*	0%
COc1ccc(S(=O)(=O)c2nnn(-c3cc(Cl)c(OC)cc3OC)c2C)cc1	3%	11%	-25%	.	.	5%	-10%	-8%	.
COc1ccc(/C=C/C(=O)Nc2ccc(C(N)=O)cc2)cc1OC	4%	21%	0%	?	?	26%	-2%	-27%	?
Cc1cc(C(=O)COc2cccc3cccnc23)c(C)n1C	-8%	16µM*	-25%	-5%	-3%	?	9%	8%	2%
COc1ccc(OC)c(NC(=O)CCN2CCN(c3ccccc3)CC2)c1	7%	-5%	3%	?	11%	-5%	-9%	-20%	20%
CCOc1ccccc1N1C(=O)CN(Cc2ccc(OC)c(OC)c2)C1=S	13%	6%	-6%	-8%	-3%	79%[activator]	-5%	27%	?
C=CCn1c(C(C)NC(=O)C(C)(C)C)nc2ccccc21 (centres undefined)	-2%	-14%	3%	13%	-1%	?	-10%	-12%	-4%
O=C(Nc1cccc2ccccc12)/C(=C/c1cccc([N+](=O)[O-])c1)NC(=O)c1cccs1	2%	-4%	0%	16%	16%	-14%	12%	9%	2%
COc1ccc(OC)c(NC(=O)C2CCN(S(C)(=O)=O)CC2)c1	5%	2%	2%	18%	2%	2%	25%	0%	-5%

Single records, from the list above. Screens in order: GLP1R ag, KB-V1 MDR tox, KB-3-1 cytotox, HT1080 IDH1KD tx, HT1080NT lethal, GLP1R inv ag, GLP1R cytotox, TDP-43 yeast inh, SW480 rereplic
O=C(Nc1cccc2ccccc12)/C(=C/c1cccc([N+](=O)[O-])c1)NC(=O)c1cccs1 across the screens: 2%, -4%, 0%, 16%, 16%, -14%, 12%, 9%, 2%
CCOc1ccccc1N1C(=O)CN(Cc2ccc(OC)c(OC)c2)C1=S across the screens: 13%, 6%, -6%, -8%, -3%, 79%[activator], -5%, 27%, ?

Next structures follow:
SMILES	GLP1R ag	KB-V1 MDR tox	KB-3-1 cytotox	HT1080 IDH1KD tx	HT1080NT lethal	GLP1R inv ag	GLP1R cytotox	TDP-43 yeast inh	SW480 rereplic
COc1ccccc1CNC(=O)CCNS(=O)(=O)c1cc(Br)cnc1N	3%	-13%	20%	-2%	1%	?	-3%	9%	4%
Cc1cccc(NC(=O)C2CC(O)CN2C(=O)Oc2ccccc2)c1 (centres undefined)	4%	4%	0%	11%	15%	-4%	11%	2%	-5%
COc1ccccc1C1CCN(C(=O)c2ccc(Cl)cc2)CC1	23%	0%	-3%	6%	4%	?	-20%	-51%[inhibitor]	-5%
Nc1nnnn1-c1cccc([N+](=O)[O-])c1	1%	0%	0%	4%	0%	0%	4%	10%	0%
Cc1cc(C)cc(NC(=O)Cn2c(C(F)(F)F)nc3ccccc32)c1	4%	-6%	2%	.	.	-15%	-6%	9%	.
CCC(C)NC(=S)Nc1ccc2nc(N3CCN(CC)CC3)cc(C)c2c1 (centres undefined)	-1%	-9%	?	-1%	-3%	3.5µM*	?	4%	?
Cc1cc(N2CCCC2=O)ccc1S(=O)(=O)NC1CCCCC1	22%	-24%	1%	-10%	1%	22%	0%	-19%	1%
N#Cc1ccc(S(=O)(=O)N2CCCCC2c2cc(C(=O)Nc3cccc4c3CCCC4)no2)cc1 (centres undefined)	-1%	2%	0%	2%	3%	-18%	2%	26%	.
COc1ccc(NS(=O)(=O)c2cccc(C(=O)N/N=C/c3c(F)c(F)c(F)c(F)c3F)c2)cc1	-7%	0%	-22%	?	?	?	?	1%	?
COc1ccc(NC(=O)CCC2CCCCC2)cc1S(=O)(=O)N1CCCCC1	-1%	3.3µM*	5.2µM*	-22%	3%	?	-13%	14%	1%
COc1ccc(C(=O)C[n+]2cc(Br)cc3ccccc32)cc1[N+](=O)[O-]	-3%	23%	-9%	1%	7%	13%	?	13%	-15%
COCCNC(=O)Cc1c(C)c2cc3c(cc2oc1=O)OC(C)(C)CC3	23%	0%	22%	-11%	-2%	8%	-4%	-2%	14%
CCOc1ccc(C(=O)CCN2CCCCC2)cc1	0%	-6%	0%	-22%	?	0%	-7%	-1%	24%
COc1cccc(NC(=O)CSc2nnc(-c3cccc(OC)c3)o2)c1	.	-2%	-23%	.	.	-3%	-2%	23%	.
CC(C)c1ccc(NC(=O)Cn2nnc(C(=O)NCc3ccco3)c2N)cc1	-3%	0%	2%	-8%	-2%	?	0%	-5%	0%
COc1cc(CNc2ccc(N3CCCC3)cc2)ccc1OCc1ccccc1	9%	-2%	-9%	-24%	?	1%	-30%	14%	?
Cc1cc(C(=O)NN)c2cc(Br)ccc2n1	10%	-6%	12%	-16%	?	-18%	?	9%	15%
Cc1ccc(Nc2nnc(SCC(=O)N(C)C3CCS(=O)(=O)C3)s2)cc1 (centres undefined)	4%	-8%	-16%	-11%	-7%	-4%	-3%	-7%	9%
CC1=CS(=O)(=O)CC1Sc1nc2ccccc2[nH]1 (centres undefined)	-1%	-18%	-1%	-2%	0%	-8%	-2%	0%	-19%
Cc1ccc([N+](=O)[O-])cc1N/C=C1\CCc2ccccc2C1=O	-9%	0%	-2%	-5%	-9%	11%	11%	-10%	-2%
COc1ccc(CCNC(=O)CSc2ccc(Br)cc2)cc1OC	-5%	-18%	3%	8%	9%	1%	6%	18%	4%
Cc1ccc(/C=N/NC(=O)C(O)c2ccccc2)o1 (centres undefined)	17%	?	11%	12%	8%	-18%	-10%	-11%[1.82 µM]	-5%
COC(=O)c1ccc(C(=O)N2CCCC(C)(C(=O)NS(=O)(=O)C3CC3)C2)cc1 (centres undefined)	-5%	17%	0%	9%	14%	-24%	3%	-2%	.
CC1(C(=O)NS(=O)(=O)C2CC2)CCCN(C(=O)c2ccccc2C(F)(F)F)C1 (centres undefined)	0%	1%	0%	10%	1%	12%	4%	10%	.
Cc1ccc(S(=O)(=O)N(C)C)cc1NC(=O)CSc1ncn[nH]1	-3%	17%	-1%	6%	18%	24%	3%	3%	1%
Cn1c(=O)n(CC(=O)Nc2ccccc2)c2ccccc21	-12%	13%	10%	7%	9%	4%	-8%	7%	0%
CC(C)(C)c1ccc(C(=O)NCCN2CCCC2)cc1	-6%	0%	-1%	11%	7%	?	-6%	-5%	-76%[inhibitor]
CCN(CC(=O)Nc1ccccc1OC)C(=O)CC1CCCC1	-6%	-4%	28%	4%	10%	-14%	-15%	26%	-9%
C=CCn1c(=O)c(C(=O)Nc2ccccc2O)c(O)c2ccccc21	4%	-1%	2%	-18%	-20%	-14%	-1%	?	0%
COC(=O)c1ccc(OCC(=O)c2ccccc2OC)cc1	8%	?	22%	11%	10%	-6%	-14%	11µM*	-1%
COc1ccc(C(CC(=O)Nc2ccc(C)c(C)c2)N2Cc3ccccc3C2=O)cc1OC (centres undefined)	3%	?	-17%	.	.	-1%	-6%	11%	.
O=S(=O)([N-]c1nc2ccccc2nc1-n1cc[n+](Cc2ccccc2)c1)c1ccc(Br)cc1	6%	-1%	-5%	3%	1%	-20%	5%	-22%	18µM*
COc1cc(OC)c(OC)cc1/C=N/Nc1nc2ccccc2[nH]1	-2%	-2%	-3%	3%	3%	0%	-2%	10%	-7%
CC(=O)N1CCN(C(=O)c2ccc3c(c2)OCCO3)CC1	-6%	-9%	-4%	15%	-2%	2%	-17%	9%	-1%
COc1cc(/C=C(\C#N)c2ccccn2)ccc1OCc1ccccc1Cl	0%	10µM*	-30%	4%	2%	-14%	18%	7%	-2%
COCCn1c(=O)c2c(nc3n2CC(C)CN3CCc2ccccc2)n(C)c1=O (centres undefined)	2%	?	19%	8%	0%	19%	?	2%	-6%
CCOC(=O)C1=C(C)NC2=C(C(=O)CC(c3ccc(OC)c(OC)c3)C2)C1c1ccc(C)o1 (centres undefined)	-17%	18µM*	-27%	-3%	-4%	1%	-4%	11%	-5%
CCOC(=O)c1nccnc1C(=O)Nc1cccc(C(F)(F)F)c1	2%	2%	-3%	3%	8%	0%	9%	27%	2%
COC(=O)c1cccc(NC(=O)CN2C(=O)c3ccccc3C2=O)c1	-5%	1%	10%	0%	-3%	17%	10%	12%	17%
COc1ccc(NC(=O)c2c(SC)nsc2SC)cc1	9%	-13%	-2%	-11%	-8%	6%	3%	2%	1%
O=C(NCCc1ccccc1)c1ccc(=O)oc1	-8%	22%	-2%	9%	20%	7%	0%	-8%	-5%
CCn1c(=O)n(CC)c2cc(N3CCCC3)c(NC(=O)c3ccc(F)cc3)cc21	11%	-19%	-12%	-2%	1%	20%	-43%	21%	-3%
O=C(N/N=C/c1ccco1)c1cc(-c2cccs2)[nH]n1	7%	0%	-10%	11%	11%	24%	7%	?	-3%
COc1ccc(CNC(=O)c2ccccc2NS(C)(=O)=O)cc1	9%	4%	10%	0%	-10%	9%	0%	-5%	8%
Nc1nc(N2CCCCC2)c(C=O)c(N2CCCCC2)n1	0%	?	-7%	12%	3%	8%	-10%	-12%[9.22 µM]	-16%
Cc1ccccc1OCCn1cc(C(=S)N2CCCC2)c2ccccc21	2%	?	?	-14%	-27%	?	?	8%	14%
CCCN(CCC)C(=O)CSc1nnc2cc(C)c3ccccc3n12	.	-3%	9%	.	.	4%	4%	18%	.

Compounds above with a tert-butyl group:
SMILES	GLP1R ag	KB-V1 MDR tox	KB-3-1 cytotox	HT1080 IDH1KD tx	HT1080NT lethal	GLP1R inv ag	GLP1R cytotox	TDP-43 yeast inh	SW480 rereplic
C=CCn1c(C(C)NC(=O)C(C)(C)C)nc2ccccc21 (centres undefined)	-2%	-14%	3%	13%	-1%	?	-10%	-12%	-4%
CC(C)(C)c1ccc(C(=O)NCCN2CCCC2)cc1	-6%	0%	-1%	11%	7%	?	-6%	-5%	-76%[inhibitor]

Screens as filed in PubChem.
